PLCg1 inh – PLC-gamma1 (human) inhibition, primary screen; P19174; inhibition, % at 12.2 µM; purified PLC-gamma1, fluorogenic substrate, fluorescence; actives 0.84% (n = 370,000); AID 720700; in the data active = inhibition above about 9.5%
PLC-beta3 inh – PLC-beta3 (human) inhibition, primary screen; Q01970; Purified PLC-beta3, fluorogenic substrate, fluorescence; inhibition, % at 12.2 µM; actives 0.18% (n = 370,000); AID 720704; in the data active = inhibition above about 11%;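 note: 0% = median of compound wells on plate and 100% = full blocker control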
KLK7 zymogen act – activators of human kallikrein-7 zymogen | P49862 | activation, % at 7 µM | AID 652039 | purified proKLK7, EDANS-DABCYL substrate fluorescence; 100% is mature enzyme control, 0% vehicle | actives 0.9% (n = 370,000);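 active = activation above the mean of all tested compounds plus 3 SD, computed per campaign excluding outliers beyond control limits, cut at about 13% in these data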
DDE Tn7 FP inh – inhibitors of Tn7 peptide binding to human fibrin DD(E) | actives 0.13% (n = 370,000) | inhibition, % at 8.3 µM | FP displacement of FITC-Tn7 peptide from fibrin DD(E); 0% = median of compound wells per plate | AID 720508;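 active = inhibition above the mean of compounds falling within the control limits plus 3 SD of them, cut at about 14% in these data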;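 note: 0% = plate median of compound wells and 100% = 10 µM Aha-Tn7 peptide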
Target sequence (P02675 whole entry, looked up): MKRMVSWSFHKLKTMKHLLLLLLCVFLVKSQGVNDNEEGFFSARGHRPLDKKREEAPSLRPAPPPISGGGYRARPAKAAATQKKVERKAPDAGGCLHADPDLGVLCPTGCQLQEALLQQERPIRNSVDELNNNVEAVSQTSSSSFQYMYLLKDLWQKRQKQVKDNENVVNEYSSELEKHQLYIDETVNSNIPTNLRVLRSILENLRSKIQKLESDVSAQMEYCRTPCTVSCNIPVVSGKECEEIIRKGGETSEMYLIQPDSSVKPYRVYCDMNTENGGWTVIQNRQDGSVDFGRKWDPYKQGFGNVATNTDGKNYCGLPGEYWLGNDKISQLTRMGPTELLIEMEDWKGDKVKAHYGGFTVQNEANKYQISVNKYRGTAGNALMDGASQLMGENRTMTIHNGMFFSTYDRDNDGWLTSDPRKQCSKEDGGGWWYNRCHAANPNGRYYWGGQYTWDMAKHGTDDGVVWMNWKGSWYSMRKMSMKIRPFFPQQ
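Test system: human clot-derived fibrin DD(E) complex / Quantity: 2 µM final DD(E) protein / Incubation: 10 min plus 3 h, room temperature / Measured by: fluorescence polarization / Benchmarks: high control of 10 µM Aha-Tn7 peptide / Replicates: singlicate testing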
DDE Tn6 FP inh – inhibitors of Tn6 peptide binding to human fibrin DD(E). P02675. Fibrin DD(E) TRITC-Tn6 fluorescence polarization displacement. inhibition, % at 8.3 µM. actives 0.21% (n = 370,000);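 active = inhibition above a per-campaign cutoff: mean of compounds within control limits plus 3 SD, cut at about 15% in these data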;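 note: 0% = median of all compound wells on the plate and 100% = blocking peptide control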
Rev-erbA mod – modulates human Rev-erb alpha binding to DNA | AID 1259318 | actives 0.79% (n = 370,000) | activity, % at 10 µM | Rev-erbα–FITC-DNA binding, fluorescence polarization, 90 min;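 active = activity above about 14%, limit read from the data; passing the limit was not always enough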;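 note: 0% = DMSO wells with 35 nM protein and 100% = DMSO wells with 750 nM protein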
UHRF1 MBD2 ctr – UHRF1 methyl-DNA binding inhibition | Q96T88 | UHRF1 binding to methylated oligo, TR-FRET | inhibition, % at 4.4 µM | actives 0.75% (n = 370,000) | AID 687016; in the data active = inhibition above about 21%;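 note: UHRF1 SRA domain binding a hemimethylated CpG hairpin DNA probe; 0% = median of test compound wells and 100% = reference inhibitor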
ASAP1 GAP inh – blocks human ASAP1-stimulated Arf1 GTP hydrolysis; Q9ULH1; GDP FP detection; inhibition, % at 16.5 µM; actives 0.19% (n = 360,000); AID 624377; in the data active = inhibition above about 25%;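 note: 0% = vehicle with enzyme and substrate and 100% = no enzyme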
ARFGAP1 inh – inhibitors of rat ARFGAP1 | inhibition, % at 16.5 µM | actives 0.26% (n = 360,000) | Q62848 | Arfgap1-stimulated ARF1 GTP hydrolysis, GDP FP detection;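 active = inhibition above a per-plate limit, mean inhibition of low control wells plus 3 SD, cut at about 25% in these data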;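 note: 0% = DMSO wells with enzyme and 100% = wells lacking Arfgap1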
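Material: truncated rat Arfgap1 GAP domain; Incubation: compound-enzyme preincubation 20 min, reaction 120 min, detection 60 min, 25 °C; Read-out: percent inhibition of Arfgap1-stimulated GTP hydrolysis; Technique: FP, GDP Alexa 633 tracer displaced from anti-GDP antibody, 620/688 nm; Controls: No-Arfgap1 wells (100%) versus DMSO full-reaction wells (0%); Replication: single well per compound.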
HGIII-sPLA2 inh – Blocks human group III sPLA2 activity; QFRET BODIPY PC-A2 liposome hydrolysis, fluorescence; inhibition, % at 12.2 µM; actives 0.56% (n = 370,000);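 active = inhibition above mean plus 3 SD of compounds lying within the high and low control bounds, cut at about 19% in these data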;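 note: 0% = median of test compound wells and 100% = no enzyme DMSO wells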
Target sequence (Q9NZ20 whole entry, looked up): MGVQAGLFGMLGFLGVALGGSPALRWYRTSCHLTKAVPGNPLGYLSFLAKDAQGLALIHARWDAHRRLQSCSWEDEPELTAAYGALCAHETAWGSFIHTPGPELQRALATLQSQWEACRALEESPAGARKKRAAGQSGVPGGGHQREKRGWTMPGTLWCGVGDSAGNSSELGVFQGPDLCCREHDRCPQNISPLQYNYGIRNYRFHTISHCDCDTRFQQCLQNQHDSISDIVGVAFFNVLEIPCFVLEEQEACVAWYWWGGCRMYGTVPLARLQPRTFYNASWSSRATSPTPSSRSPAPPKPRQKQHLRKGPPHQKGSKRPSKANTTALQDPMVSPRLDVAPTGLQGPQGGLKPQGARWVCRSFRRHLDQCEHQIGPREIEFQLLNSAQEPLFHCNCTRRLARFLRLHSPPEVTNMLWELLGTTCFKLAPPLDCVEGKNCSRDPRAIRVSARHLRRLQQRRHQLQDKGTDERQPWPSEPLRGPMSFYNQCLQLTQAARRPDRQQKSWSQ
* hit, by the source's call. An unsorted share of the library; about 4.5% have a hit in one of these screens.

Rev-erbA mod | KLK7 zymogen act | DDE Tn6 FP inh | PLCg1 inh | ASAP1 GAP inh | DDE Tn7 FP inh | PLC-beta3 inh | UHRF1 MBD2 ctr | ARFGAP1 inh | HGIII-sPLA2 inh | canonical_smiles
-7 | -0.1 | 3 | -2 | -3 | 1 | 5 | 1 | 4 | -8 | CCN(C(=O)COC(=O)c1ccccc1OCc1ccc(Cl)cc1)C1CCS(=O)(=O)C1 (stereo not drawn)
0 | 0.8 | 1 | -3 | 3 | 7 | -8 | -3 | 3 | 7 | CCc1c(C)sc(NC(=O)C2CC(c3c(F)cccc3Cl)=NO2)c1C#N (stereo not drawn)
-5 | 0.5 | 3 | 2 | 13 | 4 | -5 | 1 | 0 | 8 | COc1ccc(OC)c(C(=O)NC(CC(N)=O)c2ccc(N3CCC(N4CCCC4)CC3)c([N+](=O)[O-])c2)c1 (stereo not drawn)
3 | 0.1 | 2 | 1 | 0 | 1 | 2 | -1 | -6 | 6 | CCO[C@H]1OC(C(=O)O)=C[C@@H](C(C)(C)C)[C@@H]1CCCO
5 | -0.3 | -3 | -2 | 1 | -2 | 2 | 0 | 17 | -5 | CCCCCCN1CCN(C2CN(C3CCCCC3)S(=O)(=O)C2)CC1 (stereo not drawn)
-2 | -1.0 | -6 | 5 | -10 | -7 | 6 | 3 | -6 | 5 | CCOC(=O)N1CCN(C(=O)CSc2ncccn2)CC1
8 | 0.0 | -1 | 1 | 6 | -1 | -5 | 1 | 9 | 0 | O=C(O)c1cc(NC(=O)c2ccc([N+](=O)[O-])cc2)cc(NC(=O)c2ccc([N+](=O)[O-])cc2)c1
0 | 0.4 | 10 | 2 | 5 | -4 | 5 | 0 | 11 | -16 | CN(c1ccc(OCC(=O)OCC(=O)c2c(N)n(C)c(=O)n(C)c2=O)cc1)S(=O)(=O)c1ccc2ccccc2c1
10 | 0.6 | -1 | -2 | -17 | -1 | -8 | 1 | 6 | -5 | Cc1cccc(NC(=O)CSc2nnc(NC(=O)C3CCC3)s2)c1
11 | 0.6 | 7 | -1 | 2 | 6 | 3 | -1 | -2 | -4 | COc1cc(C(=O)NCCOc2cc(C)ccc2C(C)C)cc(OC)c1OC
-4 | 5.5 | 6 | -332 | 5 | 1 | -437 | -2 | -7 | 0 | O=C(O)CCc1nn2c3ccccc3n(Cc3ccccc3F)c2nc1=O
5 | 0.1 | -18 | -82 | 1 | 4 | -122 | -6 | 8 | -14 | CSc1nnc(N2C(=O)C(O)=C(C(=O)c3ccco3)C2c2ccc(F)cc2)s1 (stereo not drawn)
5 | -0.1 | -2 | 1 | -8 | -8 | -5 | 2 | 5 | -1 | CCCN(CCC)C(=O)CSc1nc2c(sc(=S)n2-c2ccc(OCC)cc2)c(=O)[nH]1
1 | -3.6 | -4 | -369 | -5 | -4 | -463 | -8 | 13 | -13 | COc1ccc2c(c1)c(=O)oc1cc(O)ccc12
3 | 0.7 | 5 | -2 | 8 | -1 | -3 | -5 | -5 | 3 | Cc1onc(-c2ccccc2)c1NC(=O)Nc1c(-c2ccccc2)noc1C
2 | -0.2 | 0 | 7 | -18 | -2 | 3 | -2 | -8 | -5 | COc1cc(CNCc2cccs2)ccc1OCc1cccs1
1 | -0.2 | 2 | 0 | 2 | -9 | 3 | -2 | 7 | 2 | COc1cccc(CNC(=O)[C@H]2CCCN2C(=O)[C@H]2CCCN2C(=O)c2ccc(F)cc2F)c1
-7 | 0.3 | -1 | 1 | 6 | -6 | -3 | 4 | -4 | 5 | Cc1cccc(C(=O)NCC(=O)N(C)CC(=O)Nc2ccc(N3CCOCC3)cc2)c1
-4 | 1.2 | -4 | -52 | 3 | 2 | -90 | 0 | -9 | -4 | Cc1ccc(-n2nc(C)c3c(C)c(CCC(=O)O)c(C)nc32)cc1C
10 | -0.2 | 11 | 0 | 0 | 1 | -2 | 2 | 8 | 2 | CC(C)Cc1nc2oc3c(=O)[nH]cnc3c2c2c1CCC2
0 | -0.3 | 0 | 3 | 6 | -7 | -4 | 1 | -11 | -2 | CC1(C)Cc2c(cnn2-c2ccc(F)cc2)C(NC(=O)CN2CCCCC2=O)C1 (stereo not drawn)
0 | 0.0 | 2 | 8 | -16 | 3 | 2 | -7 | 1 | 1 | C/C(CC(=O)Nc1ccccc1[N+](=O)[O-])=N\NC(=O)COc1ccccc1C
-7 | 0.6 | 2 | 7 | 4 | -4 | 0 | 2 | -5 | 7 | Cc1ccc(CN2CCN(/N=C/c3ccco3)CC2)c(C)c1
-4 | 0.0 | 0 | -19 | 8 | -1 | -29 | -4 | 10 | -9 | CCOC(=O)CC(=O)CSc1ncnc2c1cnn2-c1ccccc1
0 | 0.1 | 1 | 0 | 0 | -2 | 0 | -1 | 7 | -10 | CC(=NC1CCCC1)c1c(C)[nH]n(-c2nc3ccccc3s2)c1=O
6 | 0.1 | 6 | 0 | 2 | 3 | 6 | 2 | -14 | -6 | Cn1c(=O)c2c(ncn2CC(=O)Nc2ccccc2Sc2ccccc2)n(C)c1=O
1 | 0.4 | 7 | 0 | -7 | 5 | -1 | 0 | 6 | 8 | O=C(c1ccco1)N1CCN(C(=S)Nc2ccc(Br)cc2Cl)CC1
-1 | 0.2 | 0 | 3 | 14 | 3 | -3 | -2 | -1 | -3 | COc1ccc(NC(=O)c2cccs2)cn1
-2 | -0.3 | 5 | -27 | 0 | 6 | -47 | -3 | 3 | -5 | O=C(Nc1nc2c(s1)CN(Cc1ccccc1)CC2)c1c(F)cccc1F
5 | 0.1 | -1 | 0 | 0 | -2 | -2 | 0 | 8 | 12 | Cc1c(/C=N\NC(=O)c2cccc(F)c2)cnn1C
-9 | 0.3 | 3 | 1 | 3 | -9 | 2 | -3 | -3 | 16 | CCOC(=O)c1cnc(-n2nc(C)cc2C)nc1Nc1ccc(N(C)C)cc1
-1 | -1.0 | -1 | 1 | 4 | 2 | 1 | -2 | -14 | 6 | COc1ccc([C@@H]2C[C@H]3[C@@H](CN2S(=O)(=O)c2ccccc2)C(=O)C[C@@H](c2ccc(C)cc2)N3S(=O)(=O)c2ccc(C)cc2)cc1
2 | 0.1 | 3 | 0 | 8 | 0 | -8 | -4 | 15 | -1 | O=C(CSc1nnc2c(n1)[nH]c1ccccc12)N1CCCCC1
-6 | -0.2 | 1 | 1 | -5 | 4 | 2 | 8 | -6 | 2 | CCCn1c(SCC(=O)Nc2ccc(OCC)cc2)nnc1C(C)C
4 | -0.3 | 1 | 2 | 11 | 10 | -4 | -1 | 5 | -1 | CC(C)(CC(=O)O)CC(=O)Nc1ccc2c(c1)ncn2CCc1ccccc1
-2 | 0.3 | -2 | 0 | -8 | 0 | 1 | -1 | 2 | -2 | Cc1ccc(Oc2ccc(Cl)cc2NC(=O)c2cnccn2)cc1
-2 | 0.2 | 7 | 5 | 11 | -10 | 3 | 1 | -7 | 14 | COc1ccccc1CNC(=O)COC(=O)c1cnccn1
-4 | 0.2 | -5 | 2 | 3 | 4 | -5 | 3 | -2 | 11 | CCc1nc2ccc(C(=O)NCc3ccc(OC)cc3)cn2c1N(CC)CCOC
-1 | -0.4 | 5 | 0 | 4 | -6 | -2 | 1 | 7 | 7 | COc1ccccc1S(=O)(=O)Cc1ccc(C(=O)NC2CCCCC2)o1
-3 | -0.5 | 12 | -13 | 13 | -5 | -10 | -2 | -3 | 3 | COc1cc(C2C(C#N)=C(C)NC3=C2C(=O)CC(C)(C)C3)cc(OC)c1O (stereo not drawn)
5 | -0.9 | 4 | -1 | 1 | -3 | -2 | 1 | 4 | -10 | COc1cccc(C2c3cc4c(cc3OC(NNC(N)=O)C2C)OCO4)c1O (stereo not drawn)
-5 | 0.0 | -1 | 1 | -3 | -12 | 0 | 2 | 3 | -6 | Cc1ccc(NS(=O)(=O)c2ccc(Cl)c(C(=O)O)c2)cc1S(=O)(=O)N1CCOCC1
-2 | -0.4 | 4 | 1 | 6 | -7 | -2 | -1 | 7 | -3 | CSc1sc(C(=O)N2CCCCC2)c(-c2cccs2)c1C#N
-9 | 0.5 | -9 | 1 | -12 | 4 | 5 | -2 | 10 | -4 | Cc1cccc(C)c1NC(=O)C1(C)CCC(=O)N1C1CCN(Cc2ccccc2)CC1 (stereo not drawn)

Eleven compounds from above, arranged by heavy-atom count, high to low:
Rev-erbA mod | KLK7 zymogen act | DDE Tn6 FP inh | PLCg1 inh | ASAP1 GAP inh | DDE Tn7 FP inh | PLC-beta3 inh | UHRF1 MBD2 ctr | ARFGAP1 inh | HGIII-sPLA2 inh | canonical_smiles
-1 | -1.0 | -1 | 1 | 4 | 2 | 1 | -2 | -14 | 6 | COc1ccc([C@@H]2C[C@H]3[C@@H](CN2S(=O)(=O)c2ccccc2)C(=O)C[C@@H](c2ccc(C)cc2)N3S(=O)(=O)c2ccc(C)cc2)cc1
-9 | 0.5 | -9 | 1 | -12 | 4 | 5 | -2 | 10 | -4 | Cc1cccc(C)c1NC(=O)C1(C)CCC(=O)N1C1CCN(Cc2ccccc2)CC1 (stereo not drawn)
6 | 0.1 | 6 | 0 | 2 | 3 | 6 | 2 | -14 | -6 | Cn1c(=O)c2c(ncn2CC(=O)Nc2ccccc2Sc2ccccc2)n(C)c1=O
5 | -0.9 | 4 | -1 | 1 | -3 | -2 | 1 | 4 | -10 | COc1cccc(C2c3cc4c(cc3OC(NNC(N)=O)C2C)OCO4)c1O (stereo not drawn)
-2 | -0.3 | 5 | -27 | 0 | 6 | -47 | -3 | 3 | -5 | O=C(Nc1nc2c(s1)CN(Cc1ccccc1)CC2)c1c(F)cccc1F
-1 | -0.4 | 5 | 0 | 4 | -6 | -2 | 1 | 7 | 7 | COc1ccccc1S(=O)(=O)Cc1ccc(C(=O)NC2CCCCC2)o1
-6 | -0.2 | 1 | 1 | -5 | 4 | 2 | 8 | -6 | 2 | CCCn1c(SCC(=O)Nc2ccc(OCC)cc2)nnc1C(C)C
1 | 0.4 | 7 | 0 | -7 | 5 | -1 | 0 | 6 | 8 | O=C(c1ccco1)N1CCN(C(=S)Nc2ccc(Br)cc2Cl)CC1
2 | 0.1 | 3 | 0 | 8 | 0 | -8 | -4 | 15 | -1 | O=C(CSc1nnc2c(n1)[nH]c1ccccc12)N1CCCCC1
5 | 0.1 | -1 | 0 | 0 | -2 | -2 | 0 | 8 | 12 | Cc1c(/C=N\NC(=O)c2cccc(F)c2)cnn1C
-1 | 0.2 | 0 | 3 | 14 | 3 | -3 | -2 | -1 | -3 | COc1ccc(NC(=O)c2cccs2)cn1

Screening results as filed in PubChem.
